Compound activity: PubChem BioAssay, several laboratories
Rin1 Abl inh = inhibitors of Rin1-Abl protein binding, primary screen, biochemical, TR-FRET. Tyrosine-protein kinase ABL1 (Homo sapiens) + Ras and Rab interactor 1 (Homo sapiens), …. inhibition, % at 7.35 µM. actives 0.4% (n = 360,000); in the data active = inhibition above about 5%, passing the limit was not always enough
Neddylation inh = inhibitors of cullin neddylation, primary screen, biochemical, TR-FRET, uHTS, NAE and Ubc12. NEDD8-conjugating enzyme Ubc12 (Homo sapiens) + NEDD8-activating enzyme E1 regulatory …. calls only at 25 µM. actives 0.58% (n = 360,000); in the data active = inhibition above about 36%
FAS TE block = FAS thioesterase domain inhibitors, primary screen, biochemical, fluorescence intensity, uHTS; actives 0.67% (n = 360,000); inhibition, % at 15 µM; recombinant FAS-TE, OMFH fluorogenic substrate, fluorescence endpoint; Fatty acid synthase (Homo sapiens), P49327;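 active = compounds whose normalised, plate-corrected inhibition of enzyme fluorescence in the single-dose primary screen is 50% or more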;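 also: 0% = DMSO with enzyme and 100% = substrate without enzyme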
eLon inh = inhibitors of E. coli Lon protease, primary screen, biochemical, fluorescence polarization. purified E. coli Lon protease. P0A9M0. actives 0.42% (n = 360,000). inhibition, % at 7.94 µM; in the data active = inhibition above about 13%, passing the limit was not always enough;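 also: 0% = enzyme with probe and DMSO and 100% = no enzyme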
SKN-1 block = suppressors of acrylamide-induced Pgst-4::GFP reporter in worms, primary screen, SKN-1 inhibitor project, whole organism, uHTS, GFP/RFP fluorescence ratio, strain VP596; inhibition, % at 21.8 µM; C. elegans VP596 Pgst-4::GFP/RFP ratio, 24 h; actives 0.49% (n = 360,000);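 active = interference check ratio from 0.5 to 1.5 plus GFP to RFP signal ratio inhibition reaching or exceeding a fixed threshold, cut at about 30% in these data, passing the limit was not always enough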; also: some compounds called inactive have numbers as strong as hits
MT1-MMP act inh = blockers of MT1-MMP proenzyme processing, primary screen, HT1080 RFP-PRO-GFP cells, GFP/RFP fluorescence. GFP/RFP ratio fluorescence, overnight; percent of plate control window, DMSO zero. GFP/RFP ratio change, % at 20 µM. actives 0.061% (n = 360,000). AID 651647, 2012;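 active = GFP/RFP ratio change of at least 30% with cell ATP level not reduced by more than half and red fluorescence within 50% of control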; also: strong numbers were not always called active
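Material – HT1080 RFP-PRO-GFP cells · Control set – DMSO wells and RFP-L50D-GFP cells · Incubation – overnight cell settling, then overnight compound exposure, 37 °C, 5% CO2 · Compound dosing – single-point 20 µM compound, 1% DMSO · Read-out – GFP/RFP fluorescence ratio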
MsrA inhibitor = bovine MsrA enzyme inhibitors, primary screen, biochemical, absorbance, HTS | Methionine sulfoxide reductase A (Bos taurus) | purified bovine MsrA, absorbance read-out | inhibition, % at 15.5 µM | actives 0.75% (n = 360,000) | AID 651718, 2012; in the data active = inhibition above about 4.5%;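 also: 0% = vehicle wells with enzyme and 100% = reference inhibitor wells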
CendR NRP1 mod = modulators of CendR peptide binding to NRP-1, primary screen, biochemical, fluorescence polarization, uHTS; Neuropilin-1 (Homo sapiens), O14786; inhibition, % at 25 µM; FAM-RPARPAR peptide binding to NRP-1; AID 602438, 2012; actives 0.85% (n = 360,000);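 active = inhibition or corrected inhibition above about 18%, plus a signal ratio from 0.5 to 1.5, limit read from the data, passing the limit was not always enough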; also: strong numbers were not always called active
Target sequence (O14786 whole entry, looked up): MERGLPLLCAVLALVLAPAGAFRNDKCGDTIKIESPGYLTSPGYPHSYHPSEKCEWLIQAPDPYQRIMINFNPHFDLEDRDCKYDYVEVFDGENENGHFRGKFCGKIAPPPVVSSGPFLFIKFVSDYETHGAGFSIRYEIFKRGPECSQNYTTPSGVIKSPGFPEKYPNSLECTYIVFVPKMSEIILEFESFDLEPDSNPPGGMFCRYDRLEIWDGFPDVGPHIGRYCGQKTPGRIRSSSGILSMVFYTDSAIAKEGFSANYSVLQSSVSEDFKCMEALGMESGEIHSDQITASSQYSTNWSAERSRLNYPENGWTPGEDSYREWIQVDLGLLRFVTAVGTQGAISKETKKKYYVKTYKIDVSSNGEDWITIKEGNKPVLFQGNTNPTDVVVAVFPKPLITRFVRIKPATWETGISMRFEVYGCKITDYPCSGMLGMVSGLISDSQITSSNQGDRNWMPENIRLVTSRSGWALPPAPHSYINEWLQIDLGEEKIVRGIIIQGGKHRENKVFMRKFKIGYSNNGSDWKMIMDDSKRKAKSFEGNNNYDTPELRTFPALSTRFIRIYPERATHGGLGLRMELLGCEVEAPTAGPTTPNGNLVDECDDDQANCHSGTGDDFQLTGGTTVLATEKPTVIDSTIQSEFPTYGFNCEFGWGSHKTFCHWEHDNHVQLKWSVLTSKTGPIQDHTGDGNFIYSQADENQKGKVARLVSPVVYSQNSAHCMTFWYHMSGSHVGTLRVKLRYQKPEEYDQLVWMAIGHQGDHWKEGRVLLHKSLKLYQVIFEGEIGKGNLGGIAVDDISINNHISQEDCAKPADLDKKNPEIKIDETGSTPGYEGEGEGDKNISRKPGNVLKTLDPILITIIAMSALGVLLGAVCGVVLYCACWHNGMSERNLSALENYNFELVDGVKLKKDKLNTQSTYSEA
bovine MsrA act = bovine MsrA enzyme activators, primary screen, biochemical, absorbance, HTS; Methionine sulfoxide reductase A (Bos taurus); purified bovine MsrA, absorbance read-out; activation, % at 10.6 µM; actives 0.3% (n = 360,000); AID 602163, 2012; in the data active = activation above about 7.5%;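 also: 0% = vehicle and 100% = reference activator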
Numbers without * were called inactive; i = inactive; . = no result given.

SMILES	Rin1 Abl inh	Neddylation inh	FAS TE block	eLon inh	SKN-1 block	MT1-MMP act inh	MsrA inhibitor	CendR NRP1 mod	bovine MsrA act
CCOC(=O)CC1NCCc2c1[nH]c1ccc(OC)cc21 (centres undefined)	-1.2	i	-4.7	2.4	-1.5	-2.1	-0.9	-0.3	0.5
Cn1cc(Br)c(C(=O)NNC(=O)c2ccc(Cl)cc2)n1	1.6	i	-8.6	-9.3	3.9	2.7	1.4	1.8	-2.4
COc1ccc2[nH]c(N=Nc3ccccc3C)c(O)c2c1	-5.5	i	-8.9	-0.3	6.3	-1.0	1.2	-12.3	-1.9
CC1(C)CC(NC(=O)COc2ccc3ccc(=O)oc3c2)CC(C)(C)N1	-4.0	i	-5.4	3.3	9.6	-0.9	1.9	3.6	-1.8
COc1ccc([N+](=O)[O-])c2c(=O)ccoc12	0.4	i	-3.9	-9.0	11.5	-0.3	-0.1	5.2	-0.7
O=C(CN1C(=O)NC2NC(=O)NC21)NC1CCCCC1 (centres undefined)	3.5	i	-1.4	-1.8	4.4	3.8	0.6	-3.5	-1.3
CCC(CC)NC(=O)/C=C/c1ccccc1Cl	1.6	i	-8.3	-6.1	3.4	-5.4	-1.2	-3.2	-8.3
O=C(NCCCCCCCCNC(=O)c1cccc2ccccc12)c1cccc2ccccc12	0.7	i	7.0	9.8	3.2	5.2	0.4	-2.0	-1.7
Cc1ccccc1-n1ccnc1SCC(=O)NCc1ccco1	-1.8	i	-2.0	-10.8	0.2	-4.4	-0.8	-9.7	-2.1
Cc1cc(Br)c(Cl)cc1NC(=O)CN1C(=O)C2C3CC(c4ccccc4)C(C3)C2C1=O (centres undefined)	1.4	i	45.2	-8.6	14.7	-4.4	-0.3	1.5	-5.4
C[C@H](CO)N1C[C@H](C)[C@@H](CN(C)Cc2ccc(-c3ccccc3)cc2)Oc2c(NS(=O)(=O)c3cccs3)cccc2C1=O	15.8*	i	12.6	-13.0	-7.8	6.1	-1.0	16.0	-1.2
O=C(Nc1ccc(Cl)cc1)C1CCC(=O)N1Cc1ccccc1Cl (centres undefined)	-1.6	i	-4.2	-9.1	-18.9	0.8	-0.4	3.3	-11.2
CCOc1ccccc1CNn1cnnc1	0.7	i	-0.4	0.0	13.0	0.8	0.6	-12.1	-5.2
Cc1ccccc1-n1c(SC2CCOC2=O)nnc1-c1ccncc1 (centres undefined)	-1.9	i	-12.1	2.0	-6.4	4.6	0.1	11.1	-10.8
CCOC(=O)[C@@H]1[C@H]2COc3cc(OC)ccc3[C@@H]2N2C(=O)N(c3ccc(Br)cc3)C(=O)[C@]12C	2.7	i	38.4	-3.6	-2.6	4.0	0.8	21.7	0.1
O=C(Nc1ccc(S(=O)(=O)Nc2nccs2)cc1)C1CCCCC1	-1.4	i	-6.6	-7.4	-3.6	4.5	-0.5	-6.8	0.6
CCn1c(COc2ccc(C)cc2)nnc1SCC(=O)C(C)(C)C	1.9	i	-5.5	-2.5	15.9	11.6	-1.2	-2.4	-1.1
Cc1[nH]c2ccccc2c1/C=N/Nc1nc(Nc2ccc(F)cc2)nc(N2CCOCC2)n1	-4.7	i	0.1	1.5	21.0	-3.4	-0.7	-11.5	0.0
COc1cc(C(=O)N2C[C@@H]3CCC[C@H]2C3)ccc1OC1CCN(C(C)=O)CC1	1.8	i	-5.8	-2.2	3.8	-1.0	-1.5	0.5	-2.5
COc1ccccc1NC(=O)CSc1ncn(-c2ccccc2)n1	2.3	i	-3.3	-4.3	-4.0	8.9	0.1	1.7	-0.7
COc1ccc(C(=O)OCc2cc(C)ccc2C)cc1S(=O)(=O)N1CCCC1	-1.2	i	33.8	-4.6	-6.1	1.2	2.1	4.9	-2.8
CC(C)C[C@@H](CO)N1CCN(Cc2ccc(Br)cc2)CCC1=O	1.5	i	-9.3	-12.2	14.9	5.9	-0.9	8.9	1.2
O=C(Cn1cccc1C(=O)c1ccccc1)NCCc1ccc(Cl)cc1	0.1	i	6.4	0.5	-1.7	-0.3	-0.7	14.5	-3.0
CCOC(=O)CN1C(=O)N[C@@H](CCc2ccccc2)[C@H](C(=O)OC)[C@H]1C	-0.9	i	-7.4	12.7	-3.9	-6.5	-0.9	12.4	-1.7
O=C(/C=C/[C@H]1O[C@@H](n2ccc(=O)[nH]c2=O)[C@H](O)[C@@H]1O)NCc1ccco1	4.2	i	-6.7	-10.9	-8.9	4.1	0.4	10.7	-4.5

The results go on:
SMILES	Rin1 Abl inh	Neddylation inh	FAS TE block	eLon inh	SKN-1 block	MT1-MMP act inh	MsrA inhibitor	CendR NRP1 mod	bovine MsrA act
COc1ccccc1NC(=O)CCCNC(=O)Cn1cnc2sc(C)c(C)c2c1=O	2.1	i	-4.3	-4.8	7.6	0.3	-0.9	1.0	-2.3
O=C(NCc1ccco1)C1(c2ccccc2)CCCC1	-4.7	i	-7.3	-3.7	7.7	-1.6	1.1	-10.9	-2.9
COc1ccc(Cn2c(=O)sc3ccccc32)cc1OC	-2.4	i	3.5	-5.6	-19.2	4.9	-1.3	-6.5	-9.9
CC(C)CC(=O)NC(=S)Nc1nc(-c2ccccc2)cs1	-0.7	i	9.2	-2.1	5.3	1.5	0.3	9.4	-3.1
Cc1nnc2n1NC(c1ccc(Cl)cc1)C(C(=O)N(C)C1CCCCC1)S2 (centres undefined)	5.4	i	-6.0	-8.2	-25.2	0.2	1.2	8.9	-1.7
C=CCOc1ccc(/C=C/C(=O)OCC(=O)N2CCCc3ccccc32)cc1	2.1	i	6.2	-21.5	-9.6	-0.3	-0.3	-5.1	-7.1
COc1cccc(C(=O)N2CCN=C2SCc2cccnc2)c1OC	-2.0	i	-4.2	-1.4	-5.1	1.9	-0.8	6.1	-4.1
FC(F)(F)c1cccc(Oc2ccc3c(C(F)(F)F)cc(C(F)(F)F)nc3n2)c1	-1.3	i	22.5	2.7	1.8	-7.8	0.6	-2.3	1.0
COc1ccccc1C1C=C(c2ccc(C)cc2)Nc2nnnn21 (centres undefined)	1.5	.	2.9	-0.8	-28.0	6.6	-0.3	-8.3	-10.8
O=c1[nH]c(SCc2nc3c(cnn3-c3ccccc3)c(=O)[nH]2)nc2ccccc12	1.2	i	-11.8	4.2	-24.2	-0.8	-0.2	-22.3	-1.3
Cc1cc(OC(=O)c2ccco2)c(Sc2ccccc2[N+](=O)[O-])c(=O)o1	3.0	i	-8.7	2.5	2.2	-3.1	.	-0.5	-10.7
Cn1c(=O)cc(SCC(=O)N2CCCC2)c2cc(Cl)ccc21	-25.5	i	-6.0	-2.9	5.7	4.5	1.1	-7.6	-3.5
O=C(CNC(=O)c1ccc(F)cc1)NCc1ccc(Cl)cc1	4.7	i	-1.4	6.0	-4.8	-0.8	-0.7	3.6	-2.5
CCOC(=O)CNC(=O)CSc1nc(N(C)C)nc(N2CCOCC2)n1	2.0	i	-3.0	-0.1	25.4	.	-0.1	-11.4	-1.3
N#Cc1ccc(OCC(=O)NCCc2ccc(S(N)(=O)=O)cc2)cc1	-0.6	i	-4.3	-1.5	-15.2	8.5	0.4	8.0	-2.7
Cc1cccc(-n2c(C)nc3cc(C(=O)NCc4ccc5c(c4)OCO5)ccc32)c1	0.8	i	11.0	-2.1	-7.9	-0.7	0.8	-9.4	-2.6
CN(C)C(CNS(=O)(=O)c1ccc(Cl)cc1F)c1ccco1 (centres undefined)	-2.7	i	-1.7	4.4	12.9	0.1	0.4	15.5	-2.1
O=C(O)c1ccc(NC(=O)c2cccc(N3C(=O)C4C5CCC(C5)C4C3=O)c2)cc1 (centres undefined)	-1.4	i	-10.2	-3.2	1.7	6.6	-0.5	1.6	-5.0
O=C(Nc1cc(Cl)ccc1-n1cncn1)c1ccc([N+](=O)[O-])s1	-1.4	i	5.1	-21.6	18.6	-88.9	.	-27.6	3.5
O=C(CN1CCN(Cc2ccccc2Cl)CC1)N/N=C/C=C/c1ccccc1[N+](=O)[O-]	-1.8	i	3.6	-1.1	0.4	0.4	0.3	-4.4	-5.8
CC1CC(C)CN(S(=O)(=O)c2ccc(NC(=O)C3COc4ccccc4O3)cc2)C1 (centres undefined)	-2.2	i	21.2	0.8	2.4	2.0	-0.3	5.7	-1.1
C(=N\N1CCN(c2ccccn2)CC1)/c1ccccn1	0.0	i	-5.0	-5.0	-1.5	0.9	2.3	3.3	3.8
CCCSc1nc(C)cc(C)c1S(=O)(=O)c1ccccc1C	0.9	i	29.2	-7.1	-10.1	-6.3	0.7	3.6	-8.2
C=CCNC(=S)Nc1nc2c(cc1C(=O)OCC)CCCC2	3.0	i	-1.2	5.6	14.5	7.5	1.6	-9.5	-11.4
Cc1ccc(O)c(-c2cc(C(=O)Nc3ccc(S(=O)(=O)N4CC(C)OC(C)C4)cc3)[nH]n2)c1 (centres undefined)	0.0	i	0.4	-2.7	2.5	7.7	-1.2	4.2	0.4

Laid out differently: four of the compounds above.
mol | Rin1 Abl inh | Neddylation inh | FAS TE block | eLon inh | SKN-1 block | MT1-MMP act inh | MsrA inhibitor | CendR NRP1 mod | bovine MsrA act
O=c1[nH]c(SCc2nc3c(cnn3-c3ccccc3)c(=O)[nH]2)nc2ccccc12 | 1.2 | i | -11.8 | 4.2 | -24.2 | -0.8 | -0.2 | -22.3 | -1.3
CCCSc1nc(C)cc(C)c1S(=O)(=O)c1ccccc1C | 0.9 | i | 29.2 | -7.1 | -10.1 | -6.3 | 0.7 | 3.6 | -8.2
CCOC(=O)CN1C(=O)N[C@@H](CCc2ccccc2)[C@H](C(=O)OC)[C@H]1C | -0.9 | i | -7.4 | 12.7 | -3.9 | -6.5 | -0.9 | 12.4 | -1.7
Cn1c(=O)cc(SCC(=O)N2CCCC2)c2cc(Cl)ccc21 | -25.5 | i | -6.0 | -2.9 | 5.7 | 4.5 | 1.1 | -7.6 | -3.5

Other records
SMILES	Rin1 Abl inh	Neddylation inh	FAS TE block	eLon inh	SKN-1 block	MT1-MMP act inh	MsrA inhibitor	CendR NRP1 mod	bovine MsrA act
COc1ccc(NC2CC(=O)N(c3ccccc3)C2=O)cc1 (centres undefined)	-0.3	i	-8.7	0.2	18.6	-2.7	0.6	-28.0	-1.9
O=C(CN1CCN(Cc2ccccc2)CC1)N/N=C/c1ccc(Br)s1	1.3	i	-1.7	3.3	2.5	1.7	1.1	-5.9	-4.0
Cc1cc(C(=O)COC(=O)c2ccccc2Br)c(C)n1CC1CCCO1 (centres undefined)	-1.0	i	15.5	-3.3	4.5	-9.5	1.1	2.8	-8.2
CCOc1ccc(OCCC(=O)NNC(=O)c2cc(C)oc2C)cc1	-0.1	i	-2.5	7.9	16.8	3.6	0.5	3.1	-1.2
COCCN1Cc2cccc(C(=O)NC(C)c3cccs3)c2C1=O (centres undefined)	1.2	i	-4.8	-1.3	31.1	-2.6	0.1	-4.9	-0.9
Cc1ccc(C2(c3noc(CN4CCC(c5ccncc5)CC4)n3)CCCC2)cc1	2.0	i	16.3	-1.7	-1.8	-26.2	0.3	-7.4	-0.7
Cc1c(-c2ccc(Cl)cc2)[n+](=O)c2c(n1[O-])CCCC2	-0.7	i	-7.1	-7.7	17.9	1.2	0.1	12.8	0.5
CC1=NN(C(=O)c2ccc(Cn3cc(Br)c([N+](=O)[O-])n3)o2)C(O)(C(F)(F)F)C1 (centres undefined)	-0.1	i	0.2	11.3	4.5	4.2	1.9	-9.9	-1.6

Individual results from the results shown.
MT1-MMP act inh with COCCN1Cc2cccc(C(=O)NC(C)c3cccs3)c2C1=O (centres undefined) = -2.6
eLon inh with Cc1cc(C(=O)COC(=O)c2ccccc2Br)c(C)n1CC1CCCO1 (centres undefined) = -3.3
